PI4K2A block – qHTS for small molecular inhibitors of PI4K2A | Phosphatidylinositol 4-kinase type 2-alpha (Homo sapiens), Q9BTU6 | purified PI4K2A, ADP-Glo luminescence, 1 h; active compounds read low | activity change, negative = inhibition, % at 76.9 µM | hit rate 0.13% among 420,000 | AID 1346378, 2018; in the data active = activity change below about -50%; inconclusive = mostly about -30% to -49%;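 also: -100% = wells without enzyme as full effect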
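Compounds are screened against recombinant PI4K2A using PI as substrate and ATP, the latter dispensed at 300 microM. Reactions run one hour at ambient temperature before ADP-Glo detection; full inhibition defined by wells lacking enzyme.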
G9a block – qHTS Assay for Inhibitors of Histone Lysine Methyltransferase G9a; Potency, µM (highest dose often 102 µM), for the others: at the top dose activity, negative = inhibition, hits mostly inhibitors; G9a H3K9 monomethylation, AlphaScreen, 2 h; hit rate 8.8% among 350,000; Histone-lysine N-methyltransferase EHMT2 (Homo sapiens), Q96KQ7; also: potency is read from the fitted curve at half-maximal effect; % is scaled to controls: 0 for no effect and ±100 for the full control effect; nearly all actives have a fitted effect of over 75% in size
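Signal arises when biotinylated H3K9 peptide, once monomethylated, bridges streptavidin donor and antibody-captured acceptor beads. Enzyme at 20 nM was preincubated 15 min with test compounds; peptide 500 nM and SAM 20 uM then reacted for 2 h.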
Pin1 inh – qHTS Assay to Find Inhibitors of Pin1; Pin1 FP peptide displacement, HiFluor488, 10 min; Potency, µM (highest dose often 115 µM), for inactives: at the highest dose activity, negative = inhibition, most hits filed as inhibitors; hit rate 0.009% among 390,000; active = well fitted inhibition curve with a large enough effect in the polarisation, with a control signal flat, not every such curve was filed as active; inconclusive = small, poorly fitted or top-dose-only effect, or effect the other way, or a change in a side signal; inactive = no such curve, though single readings can be large or run the other way; the % refers to the polarisation; also: potency is read from the fitted curve at half-maximal effect; % is scaled to controls: 0 for no effect and ±100 for the full control effect
Tb PGK inh – qHTS Assay to Find Inhibitors of Phosphoglycerate Kinase; Phosphoglycerate kinase, glycosomal (Trypanosoma brucei brucei), P07378; PGK/GAPDH coupled, Kinase-Glo luminescence, 60 min; Potency, µM (series often up to 57.5 µM), inactives show at the top dose activity change, negative = inhibition, most hits filed as inhibitors; hit rate 0.043% among 380,000; AID 602233, 2012; also: potency is read from the fitted curve at half-maximal effect; % is scaled to controls: 0 for no effect and ±100 for the full control effect; nearly all actives have a fitted effect of over 60% in size
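Luminescent ATP detection (Kinase-Glo Plus) follows a 60-minute room-temperature incubation, with wells lacking PGK as controls. Buffer: 100 mM TEA (pH 7.6), 5 mM MgCl2, 0.01% Tween-20. Coupling enzyme GAPDH (100 nM final) supplies unstable 1,3-BPG in-well.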
ERG Ets-DNA blk – qHTS for Small Molecule Inhibitors of the ERG Ets/DNA interaction | fluorescence polarization, His-ERG Ets domain / labelled DNA | Potency, µM (titrated, usually from 76.9 µM), for inactives: at the highest dose FP activity, negative = inhibition, hits mostly inhibitors | hit rate 0.028% among 370,000; active = well fitted inhibition curve with a large enough effect in the polarisation, with a control signal flat; inconclusive = small, poorly fitted or top-dose-only effect, or effect the other way, or a change in a side signal; inactive = no such curve, though single readings can be large or run the other way; the % refers to the polarisation;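 also: polarization taken with two DNA probes labelled with fluorescein and Texas red; potency is read from the fitted curve at half-maximal effect; % of control where 0% means no effect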
Target sequence (P11308 whole entry, looked up, the tested form may be a part): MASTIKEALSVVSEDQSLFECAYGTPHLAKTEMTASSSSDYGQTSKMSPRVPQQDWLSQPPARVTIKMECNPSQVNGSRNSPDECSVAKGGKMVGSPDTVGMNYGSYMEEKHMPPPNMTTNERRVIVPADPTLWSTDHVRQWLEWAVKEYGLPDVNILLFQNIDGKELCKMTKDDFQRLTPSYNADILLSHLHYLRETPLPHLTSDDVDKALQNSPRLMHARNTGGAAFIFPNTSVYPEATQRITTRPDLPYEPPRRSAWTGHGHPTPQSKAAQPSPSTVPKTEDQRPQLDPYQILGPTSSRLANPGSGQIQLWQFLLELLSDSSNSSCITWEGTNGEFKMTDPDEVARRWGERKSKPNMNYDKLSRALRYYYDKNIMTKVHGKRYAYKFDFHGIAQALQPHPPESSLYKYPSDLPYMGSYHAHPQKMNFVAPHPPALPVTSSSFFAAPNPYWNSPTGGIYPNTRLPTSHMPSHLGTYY
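His-tagged ERG Ets domain (1 uM in the protein solution; 300mM KCl, 50mM Tris-HCl, 1mM EDTA, 1mM DTT, pH 7.5) received compound, then a probe mix of 5 nM fluorescein-DNA and 100nM Texas-615-DNA. Fluorescence polarization was read for both dyes.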
JMJD2A Tudor inh – qHTS Assay for Inhibitors of JMJD2A-Tudor Domain | AlphaScreen JMJD2A-Tudor / H3K4me3 peptide binding | Potency, µM (doses to about 114 µM), without a hit: at the highest dose activity change, negative = inhibition, usual class: inhibitors | hit rate 4.4% among 390,000; also: potency is read from the fitted curve at half-maximal effect; % is scaled to controls: 0 for no effect and ±100 for the full control effect; nearly all actives have a fitted effect of over 50% in size
GLS inh – qHTS for Inhibitors of Glutaminase (GLS) | Glutaminase kidney isoform, mitochondrial (Homo sapiens), O94925 | GLS enzymatic activity, qHTS titration | Potency, µM (titrated, usually from 45.5 µM), inactives show top-dose activity change, negative = inhibition, actives largely listed as inhibitors | hit rate 0.21% among 410,000 | AID 624170, 2012; also: potency is read from the fitted curve at half-maximal effect; % is scaled to controls: 0 for no effect and ±100 for the full control effect
Target sequence (O94925 whole entry, looked up, canonical isoform): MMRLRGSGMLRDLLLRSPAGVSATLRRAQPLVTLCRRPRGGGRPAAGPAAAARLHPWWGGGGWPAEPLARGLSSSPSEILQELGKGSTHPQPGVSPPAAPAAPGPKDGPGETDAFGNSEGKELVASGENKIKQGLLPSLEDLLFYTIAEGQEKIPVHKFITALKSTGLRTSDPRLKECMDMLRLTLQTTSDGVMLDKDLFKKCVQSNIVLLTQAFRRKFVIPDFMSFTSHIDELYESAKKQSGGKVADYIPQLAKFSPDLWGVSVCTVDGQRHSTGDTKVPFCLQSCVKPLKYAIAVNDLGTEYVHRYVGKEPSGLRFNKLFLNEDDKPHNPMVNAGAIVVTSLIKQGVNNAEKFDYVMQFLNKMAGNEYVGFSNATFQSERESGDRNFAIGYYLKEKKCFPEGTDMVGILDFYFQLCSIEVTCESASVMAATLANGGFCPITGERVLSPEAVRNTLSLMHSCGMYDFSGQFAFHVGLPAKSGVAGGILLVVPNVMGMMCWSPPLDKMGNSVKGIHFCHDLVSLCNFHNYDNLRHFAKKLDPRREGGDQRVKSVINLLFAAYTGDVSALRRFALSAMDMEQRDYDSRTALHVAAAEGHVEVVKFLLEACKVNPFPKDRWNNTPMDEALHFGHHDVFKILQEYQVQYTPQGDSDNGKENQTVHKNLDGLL
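Coupled fluorescence readout: glutamate oxidase/HRP/Amplex Red detect glutamate formed by hKGA from L-glutamine (1 mM solution added). Buffer 45 mM KH2PO4 pH 8.2, 0.02% Tween-20; reads at t0 and 30 min RT.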
BAZ2B block – qHTS Assay for Inhibitors of BAZ2B. Bromodomain adjacent to zinc finger domain protein 2B (Homo sapiens), Q9UIF8. Potency, µM (highest dose often 114 µM), for inactives: top-dose activity change, negative = inhibition, most hits filed as inhibitors. AlphaScreen BAZ2B-H3K14Ac peptide displacement. hit rate 4.4% among 360,000; also: potency is read from the fitted curve at half-maximal effect; % is scaled to controls: 0 for no effect and ±100 for the full control effect; nearly all actives have a fitted effect of over 60% in size
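Complex of BAZ2B and biotin-H3K14Ac (50 nM apiece) forms over 30 min at RT, then faces library compounds up to 110 uM for another 30 min; AlphaScreen beads added, 20 min dark incubation, luminescence read.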
HP1b binding inh – HTS for Inhibitors of HP1-beta Chromodomain Interactions with Methylated Histone Tails; Chromobox protein homolog 1 (Homo sapiens), P83916; AlphaScreen HP1-beta / biotin-H3K9me3 peptide binding; Potency, µM (titrated, usually from 114 µM), inactives show top-dose activity change, negative = inhibition, most hits filed as inhibitors; hit rate 0.56% among 390,000; AID 540317, 2011; also: potency is read from the fitted curve at half-maximal effect; nearly all actives have a fitted effect of over 70% in size; inactives centre near 23
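HP1-beta protein (50 nM final) preincubated 30 min at room temperature with biotinylated H3(1-18)K9me3 peptide (50 nM) in PBS pH 7.4, 0.01% Tween-20, then compound added for 30 min. AlphaScreen streptavidin donor/nickel chelate acceptor beads (10 ug/mL final), 30 min dark, luminescence read.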
An asterisk follows results filed as active; i = inactive; ? = inconclusive; . = not tested or not shown; & = joins results of further samples; [ ] = another dose, or the depositor's remark. Unless noted, calls follow the shape of the dose curve; as a rule, active = well fitted curve in the direction sought with a large enough effect; inconclusive = small, poorly fitted or top-dose-only effect, or another doubt; inactive = no such curve, though single readings can be large; an effect the other way counts as inactive or inconclusive.

SMILES	PI4K2A block	G9a block	Pin1 inh	Tb PGK inh	ERG Ets-DNA blk	JMJD2A Tudor inh	GLS inh	BAZ2B block	HP1b binding inh
CSc1ccc(/C=C/C(=O)c2c(O)cc(C)oc2=O)cc1	-1	?	?	-12%	41%[activator]	?	4%	-34%	3%
O=C(CCNc1n[nH]c(=O)[nH]c1=O)N/N=C\c1cccc(OCc2ccccc2)c1	-4	-3%	1%	0%	0%	-8%	-5%	-15%	30%
Cc1cc(=O)[nH]c(SCC(=O)NC(C)C2CC3CCC2C3)c1C#N (stereo unspecified)	-1	-4%[0.0925 µM]	-14%	-1%	-5%	2%	1%	-2%	9%
CCCCCc1cc(=O)oc2c(C(CCN3CCCCC3)c3ccc(OC)cc3)c(OC)cc(OC)c12 (stereo unspecified)	0	2%[59 µM]	0%&23%	-8%	3%	?	0%	-25%	-13%&-7%
CCn1c(COc2ccc(=O)n(-c3ccccc3)n2)nnc1SC	-5	-1%	-3%	-2%	17%	-13%	1%	-3%	11%
O=C(c1nc2ccccn2c1CNCCCn1ncc2ccccc21)N1CCOCC1	5	?	-1%	4%	2%	-20%	3%	-6%	24%
CCCC(=O)Nc1c(-c2ccccc2)c(=O)c(C)nn1-c1ccc(Cl)cc1	-2	20%[59 µM]	-3%	-1%	0%	-11%	0%	-5%	7%
Nc1nnnn1/N=C/c1cccs1	3	-13%[59 µM]	-5%	-3%	7%	-10%	1%	-1%	10%
O=C(Nc1ccon1)Nc1cccc(Cl)c1Cl	-4	91%[activator]	-4%	-7%	2%	-10%	1%	1%	27%
Cc1cc(NC(=O)COC(=O)C2CCN(C(=O)c3ccc(Cl)cc3)CC2)no1	-3	7%	3%	7%	-9%	9%	-5%	11%	42%[activator]
COc1ccc(N(CC(=O)N2CCN(C)CC2)S(=O)(=O)c2cc(C)ccc2OC)cc1Cl	1	33%	-6%	1%	3%	-10%	4%	-11%	31%
N#CC(c1ccc(Cl)cc1)(c1ncc(C(F)(F)F)cc1Cl)N1CCOCC1 (stereo unspecified)	2	23%	0%	2%	-1%	-8%	2%	-4%	27%
COc1ccc(N2CCN(CC(=O)c3c[nH]c4ccccc34)CC2)cc1	1	5%	37%[activator]	i	7%	-7%	0%	9%	4%
CC(=O)c1cc(-c2ccccc2)n(CCC(=O)NC2CCC(C)CC2)c1C (stereo unspecified)	3	23%	-10%	-2%	-6%	-5%[57.1 µM]	1%	-27%	15%
COc1ccccc1NC(=O)C1CCCCN1S(=O)(=O)c1ccc(F)cc1 (stereo unspecified)	3	-37%	0%	4%	2%	-1%	23%	6%	25%
C/C(=N\NC(=O)c1cc(-c2cccc([N+](=O)[O-])c2)n[nH]1)c1ccccc1O	-30	16%	?	-8%	-3%	14µM*	0%	8.9µM*	27%
CN(C(=O)c1ccco1)c1ccccc1C(=O)O	1	?	-17%	-1%	-12%	-16%	9%	-11%[57.1 µM]	21%
COC(=O)c1sc(NC(=S)NC(=O)c2ccccc2)nc1C	-3	9%[59 µM]	0%	i	14%	-10%	-2%	0%	16%
CCN(CC)CCNC(=O)CCCCCn1c(=O)[nH]c2cc(C(=O)OC)ccc2c1=O	2	7%[12.7 µM]	-2%	-4%	-2%	-12%	10%	1%	0%
c1ccc2c3c(c(CN4CCCC4)cc2c1)COC3	9	?	3%	3%	5%	-16%	11%	-17%	16%
COc1ccc(OC(C)C(=O)N2CCOCC2)cc1 (stereo unspecified)	-2	-9%[59 µM]	2%	1%	-7%	-8%	-2%	4%	53%[activator]
COc1cccc2cc(C(=O)N3CCCCC3C)c(=O)oc12 (stereo unspecified)	13	12%[59 µM]	-4%	i	-2%	-7%	-7%	-5%	22%
Cc1cccc([C@@H]2[C@@H]3C(=O)N(Cc4ccccc4)C(=O)[C@@H]3[C@]3(Cc4ccc(Cl)cc4)C(=O)N(c4cccc(Br)c4)C(=O)N23)c1	-1	-34%	25%	i	-8%	-9%	-3%	-30%	40%[activator]
CCCCN(CC)CCCn1cnc2c([nH]c3ccc(Cl)cc32)c1=O	-6	3%[59 µM]	3%	-3%	0%	-8%	1%	-4%	13%
Cc1nc(NC(=O)CSc2nnc3ccccn23)c(Cl)cc1Cl	8	4%[59 µM]	3%	3%	-4%	-9%	4%	-23%	-9%
Following part
SMILES	PI4K2A block	G9a block	Pin1 inh	Tb PGK inh	ERG Ets-DNA blk	JMJD2A Tudor inh	GLS inh	BAZ2B block	HP1b binding inh
COc1ccc(N(CC(=O)NC2CCCC2)C(=O)Cn2nnc(-c3ccc(OC)c(OC)c3)n2)cc1	1	-3%	0%	i	7%	-10%	-3%	-20%	21%
Cc1nn(C(C)C(=O)NC2CCCCC2)c(=O)c2c1sc1ccccc12 (stereo unspecified)	1	?	0%	-3%	0%	-34%	1%	-27%	25%
COc1ccccc1NC(=O)CNC(=O)c1ccccc1	7	-1%[59 µM]	0%	1%	4%	-2%	-2%	-17%	54%[activator]
NC(=S)n1[nH]c(-c2ccc([N+](=O)[O-])cc2)c(N=Nc2ccc(Cl)cc2)c1=O	-2	45µM*	?	-15%	-11%	63µM*	-11%	5.6µM*	8%
OCC(O)C1OC(Oc2ccccc2)C(O)C(O)C1O (stereo unspecified)	4	.	4%	-3%	-4%	-19%	-3%	.	-25%
CC(=O)C(C)Oc1cc(C)cc2oc(=O)c(C)c(C)c12 (stereo unspecified)	5	22%[59 µM]	-2%	-6%	0%	-16%[57.1 µM]	1%	-2%	-7%
CCS(=O)(=O)N1CCc2cc(C(=O)NCc3ccc(Cl)cc3)ccc21	2	-46%[59 µM]	1%	3%	0%	-28%	-5%	-19%	39%[activator]
O=C(CCCOc1ccc(Cl)cc1)N1CCCCC1	-6	-35%[12.7 µM]	-1%	-11%	.	-4%	4%	6%	10%
CN(C)CC(=O)Nc1ccc(Oc2ccc(Cl)cc2)cc1	2	?	-3%	-12%	2%	-15%	3%	-14%	31%
O=C(Cc1ccccc1)N/N=C/c1cc(Br)cc(Br)c1O	0	45%[2.33 µM]	-15%	-2%	6%	-16%	20%	15%	44%[activator]
NC(=O)C1CCC(NC(=O)OCc2ccccc2)CC1 (stereo unspecified)	-11	3%	2%	-4%	-4%	14%	-2%	12%	41%[activator]
COC(=O)C(O)(CC(=O)Nc1ccc(OC)cc1)C(F)(F)F (stereo unspecified)	0	-12%[59 µM]	?	5%	-1%	-2%[57.1 µM]	-5%	1%	43%[activator]
COc1ccc(NC(=O)CCS(=O)(=O)c2ccccc2Cl)cc1S(=O)(=O)Nc1ccc(Cl)cc1	4	-6%	34%[activator]	-4%	6%	-18%	-2%	-29%	19%
CCCn1cc(S(=O)(=O)c2ccc(C)cc2)c(=O)c2cc(OC)ccc21	-22	-1%	3%	2%	-2%	-5%	-1%	-11%	22%
Cc1c(NC(=O)/C(=C/c2cccs2)c2cccs2)c(=O)n(-c2ccccc2)n1C	-1	?	3%	-5%	8%	-11%	10%	7%	25%
COc1cc(NC(=O)c2noc3c2CC(C(C)(C)C)CC3)cc(OC)c1OC (stereo unspecified)	3	-26%[59 µM]	0%	i	1%	-8%	-6%	-19%	29%
N#Cc1cc([N+](=O)[O-])ccc1N1CCN(c2ccccc2O)CC1	-5	?	-7%	-4%	-2%	?	?	?	-15%
Cc1cccc(Oc2cc([N+](=O)[O-])cc3c2C(=O)Nc2ccccc2O3)c1	-1	-15%	?	-9%	.	?	-1%	?	-9%
CCCOc1ccc(C(=O)Nc2cccnc2)cc1	0	.	0%	-8%	-4%	1%	0%	2%	32%
COc1ccc(NC(=O)CCCCCN2C(=O)[C@@H]3Cc4ccccc4CN3C2=O)cc1Cl	-2	13%	4%	i	11%	-1%	-4%	-2%	41%[activator]
c1ccc(NC2=Nc3cccc4cccc2c34)cc1	6	25µM*	?	4%	1%	-13%[57.1 µM]	1%	?	-14%
CCOc1ccc(N/C=C\C(=O)c2ccc3c(c2)OCO3)cc1	-6	.	35%[activator]	i	.	-11%	13%	.	0%
O=C(CSc1nnc(-c2ccccc2F)n1C1CCCCC1)Nc1cc(C(=O)O)ccc1Cl	-5	.	3%	-6%	-7%	-2%	4%	.	44%[activator]
O=[N+]([O-])c1ccc(Cl)cc1NCc1cccnc1	1	.	6%	-2%	7%	-25%	-2%	.	?
Cc1cc(C)c2oc(=O)cc(CN3CCN(Cc4ccccc4)CC3)c2c1	-5	0%	1%	3%	-4%	-29%	4%	-10%	34%
CCC(CC)C(=O)NCCc1ccc(OC)c(OC)c1	-8	4%[59 µM]	-3%	2%	-10%	-10%	0%	7%	20%
CC(=O)c1ccc(NC(=O)C(C)OC(=O)C(C)Oc2cccc(C)c2)cc1 (stereo unspecified)	-7	1%	1%	i	-15%	-11%	-1%	-1%	23%
c1ccc2sc(N3CCOCC3)nc2c1	-5	11%[59 µM]	-1%	-12%	7%	-7%	3%	5%[57.1 µM]	58%[activator]

Compounds were not picked by outcome. About 11% of those tested had a hit in this group.
